Screening data deposited in PubChem BioAssay by several laboratories.
GRK2 aptamer HTS – blocks RNA aptamer binding to human GRK2; 0.59% of 330,000 active; bead flow cytometry, FAM-aptamer displacement from GRK2; AID 488847; inhibition of aptamer binding, % at 10 µM;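 active means inhibition of aptamer binding above 40%, roughly 3 SD of noise, on plates passing a quality check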;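 further: median bead fluorescence of bound FAM aptamer so fluorescent compounds give negative values; no value below 0 was filed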
GLD-1 RNA inh – GLD-1-TGE RNA interaction inhibition (C. elegans); Q17339; purified GLD-1 + fluorescein TGE RNA, fluorescence polarization; inhibition, % at 5.96 µM; 0.44% of 320,000 active;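 active means percent inhibition above a per-plate cutoff, the plate mean of test compounds plus 3 SD, cut at about 30% in these data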;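 further: 0% = DMSO wells with GLD-1 and probe and 100% = wells lacking GLD-1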
Fam108B counter – blocks mouse Fam108B hydrolase in RBBP9 counter-screen. recombinant Fam108B, FP-Rh probe fluorescence polarization. inhibition, % at 9.51 µM. 0.33% of 300,000 active;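 active means inhibition above the screen mean inhibition plus 3 SD, computed separately per campaign, cut at about 18% in these data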;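 further: inhibitors lower polarization as less probe binds the enzyme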
PME-1 inh – blocks human protein phosphatase methylesterase 1. Q9Y570. recombinant PME-1, FP-Rh probe fluorescence polarization. inhibition, % at 5.9 µM. 0.53% of 320,000 active. AID 2130;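 active means inhibition above the campaign mean of all compounds plus 3 SD, cut at about 26% in these data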;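 further: competitive labeling of PME-1 active site by serine hydrolase directed probe; 0% = PME-1 with DMSO and 100% = wells lacking PME-1 enzyme; inhibitors block probe labeling so polarization falls and inhibition rises; many of its hits are not listed in these tables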
Target sequence (Q9Y570 whole entry, looked up): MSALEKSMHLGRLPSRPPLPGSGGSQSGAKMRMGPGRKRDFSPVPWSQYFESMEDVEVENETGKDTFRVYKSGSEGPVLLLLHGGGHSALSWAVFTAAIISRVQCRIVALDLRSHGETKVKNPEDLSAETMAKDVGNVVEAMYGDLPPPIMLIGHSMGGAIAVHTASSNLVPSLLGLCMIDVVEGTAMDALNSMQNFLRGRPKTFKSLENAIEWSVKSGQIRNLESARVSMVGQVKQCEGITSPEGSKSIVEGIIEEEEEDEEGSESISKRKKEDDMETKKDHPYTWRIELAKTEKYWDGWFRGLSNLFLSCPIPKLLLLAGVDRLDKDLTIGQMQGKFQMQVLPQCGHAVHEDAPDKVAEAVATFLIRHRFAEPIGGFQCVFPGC
VLA-4 inh – inhibition in a human VLA-4 binding assay | P13612 | VLA-4 expressing cells, ligand binding flow cytometry | inhibition, % (about 7 µM as worked out from the volumes in the protocol) | 0.2% of 330,000 active | AID 2557; in the data active means inhibition above about 50%
MEX-5 binding – C. elegans MEX-5 TCR-2 RNA binding activity | Q9XUB2 | MEX-5/FITC-TCR2 RNA binding, fluorescence polarization; hits give low values | activity score (negative = inhibition of binding), % at 10 µM | 0.38% of 300,000 active;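 active means inhibition past about -25% in most replicates, and total fluorescence under double the plate's negative control median, limit read from the data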;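 further: 0% = DMSO and -100% = 5 µM competing unlabeled TCR2 RNA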
Target sequence (Q9XUB2 whole entry, looked up): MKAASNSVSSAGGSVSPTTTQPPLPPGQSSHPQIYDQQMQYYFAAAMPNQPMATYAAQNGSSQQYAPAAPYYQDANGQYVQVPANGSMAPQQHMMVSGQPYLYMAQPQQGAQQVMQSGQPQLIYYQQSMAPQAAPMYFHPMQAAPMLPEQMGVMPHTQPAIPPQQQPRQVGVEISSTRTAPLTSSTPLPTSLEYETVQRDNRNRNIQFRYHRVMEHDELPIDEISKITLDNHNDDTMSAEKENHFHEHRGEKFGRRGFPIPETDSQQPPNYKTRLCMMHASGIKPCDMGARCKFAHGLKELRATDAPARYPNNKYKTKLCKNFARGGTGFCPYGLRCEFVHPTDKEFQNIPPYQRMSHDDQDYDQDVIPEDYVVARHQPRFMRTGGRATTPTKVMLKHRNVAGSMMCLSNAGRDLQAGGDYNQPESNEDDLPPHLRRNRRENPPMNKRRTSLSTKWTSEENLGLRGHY
Efflux pump inh – inhibitors of Candida antifungal efflux pumps expressed in yeast; S. cerevisiae Candida pump triplex, Nile Red efflux; 0.44% of 330,000 active; inhibition, % at 10 µM; AID 485275;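 active means plate passing quality check with inhibition over a set limit, or well fluorescence over plate mean plus 4 SD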;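 further: Nile Red retained in pooled yeast measured as flow cytometry median fluorescence; 0% = buffer negative control and 100% = Enniatin B positive control; higher means more Nile Red kept so more efflux inhibition; some compounds called inactive have numbers as strong as hits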
BCLXL inh – inhibitors of human Bcl-xL; GST-Bcl-xL / FITC-Bim BH3 peptide fluorescence polarization; inhibition, % at 10.9 µM; Q07817; 0.7% of 320,000 active;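 active means inhibition above the mean of all tested compounds plus 3 SD, cutoff set per campaign, cut at about 30% in these data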;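 further: 0% = DMSO wells and 100% = unlabeled Bim-BH3 peptide competitor; inhibitors lower millipolarization by displacing the labeled peptide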
MCL1-BIM inh – inhibitors of human MCL1 binding to BIM-BH3 peptide; GST-MCL1 / FITC-Bim-BH3 fluorescence polarization; inhibition, % at 10.9 µM; Q07820; AID 2057; 0.68% of 320,000 active;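 active means inhibition above the mean inhibition of all tested compounds plus 3 SD, set per campaign, cut at about 40% in these data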;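 further: 0% = DMSO wells and 100% = unlabeled Bim-BH3 peptide control; higher means more loss of mP so more displacement of Bim peptide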
The depositor's hits bear a star. This is a subset. The share of hits here may be higher or lower than overall.

O=C(NCc1ccc2c(c1)OCO2)c1nc(S(=O)(=O)Cc2ccccc2F)ncc1Cl was read as GRK2 aptamer HTS 3, GLD-1 RNA inh 2, Fam108B counter -1, PME-1 inh -5, VLA-4 inh 23, MEX-5 binding -3.6, Efflux pump inh 0.0, BCLXL inh 0 and MCL1-BIM inh -3.
`Cc1oc(-c2ccc(-c3ccccc3)cc2)nc1CN(CCO)C(C)C` gave GRK2 aptamer HTS 0, GLD-1 RNA inh 4, Fam108B counter 1, PME-1 inh 1, VLA-4 inh 11, MEX-5 binding 2.5, Efflux pump inh 0.1, BCLXL inh 2 and MCL1-BIM inh 3.
O=C(NC1CCCN(CCc2ccccc2)C1)C1CCCC1 (stereo unspecified) was read as GRK2 aptamer HTS 11, GLD-1 RNA inh 4, Fam108B counter -3, PME-1 inh -3, VLA-4 inh 6, MEX-5 binding -1.1, Efflux pump inh 0.1, BCLXL inh 4 and MCL1-BIM inh 6.
For CC(=O)Nc1nc(-c2ccc(Br)s2)cs1 the results were GRK2 aptamer HTS 0, GLD-1 RNA inh -8, Fam108B counter -3, PME-1 inh -6, VLA-4 inh 15, MEX-5 binding 0.2, Efflux pump inh -0.1, BCLXL inh 7 and MCL1-BIM inh 0.
CCc1ccc(CN(C)C(=O)c2cc(COc3cccc4cnccc34)on2)cc1 was read as GRK2 aptamer HTS 2, GLD-1 RNA inh 2, Fam108B counter -3, PME-1 inh 3, VLA-4 inh 24, MEX-5 binding -2.4, Efflux pump inh 0.1, BCLXL inh -6 and MCL1-BIM inh -3.
For O=C(Nc1ccc(NC(=O)c2ccccc2Br)cc1)c1ccccc1 the results were GRK2 aptamer HTS 0, GLD-1 RNA inh -2, Fam108B counter 1, PME-1 inh -3, VLA-4 inh 10, MEX-5 binding -1.3, Efflux pump inh 0.1, BCLXL inh -2 and MCL1-BIM inh 8.
Screening CCOC(=O)N1CCC(NC(=O)C2CCCN(C(=O)N3CCOc4ccccc43)C2)CC1 (stereo unspecified) returned GRK2 aptamer HTS 0, GLD-1 RNA inh 7, Fam108B counter 3, PME-1 inh -6, VLA-4 inh 7, MEX-5 binding -1.8, Efflux pump inh 0.1, BCLXL inh 2 and MCL1-BIM inh -3.
Screening CCCS(=O)(=O)N1CCC(C(=O)NCCN(C)Cc2ccccc2)CC1 returned GRK2 aptamer HTS 0, GLD-1 RNA inh 5, Fam108B counter 0, PME-1 inh 2, VLA-4 inh -7, MEX-5 binding 0.2, Efflux pump inh 0.0, BCLXL inh 2 and MCL1-BIM inh 0.
CSc1ccccc1NC(=O)CN(C)C(=O)CNc1ccc(C(F)(F)F)cc1[N+](=O)[O-] was read as GRK2 aptamer HTS 0, GLD-1 RNA inh 11, PME-1 inh 6, VLA-4 inh 13, Efflux pump inh 0.0, BCLXL inh 2 and MCL1-BIM inh 8.
CCOc1ccc2c(c1)sc(=NC(=O)C1CC1)n2C was read as GRK2 aptamer HTS 0, GLD-1 RNA inh 6, Fam108B counter -3, PME-1 inh -4, VLA-4 inh 2, MEX-5 binding 1.8, Efflux pump inh 0.0, BCLXL inh 2 and MCL1-BIM inh -1.
`COc1ccc(OC)c(/C=C2\SC(=S)N(NS(=O)(=O)c3ccc(C)cc3)C2=O)c1` gave GRK2 aptamer HTS 3, GLD-1 RNA inh -8, Fam108B counter 8, PME-1 inh -2, VLA-4 inh 5, MEX-5 binding -17, Efflux pump inh -0.3, BCLXL inh -3 and MCL1-BIM inh 0.
O=C(Cc1ccc(Cl)cc1)NC1CCS(=O)(=O)C1 (stereo unspecified) was read as GRK2 aptamer HTS 39, GLD-1 RNA inh 6, Fam108B counter 1, PME-1 inh 4, VLA-4 inh -6, MEX-5 binding 3.0, Efflux pump inh -0.1, BCLXL inh 4 and MCL1-BIM inh -2.
For CCC(C)[C@H](NC(=O)C1CC(=O)N(c2ccc3c(c2)OCCO3)C1)C(=O)NC1CCCC1 (stereo partly specified) the results were GRK2 aptamer HTS 0, GLD-1 RNA inh 4, Fam108B counter 0, PME-1 inh -3, VLA-4 inh 6, MEX-5 binding 2.4, Efflux pump inh -0.1, BCLXL inh 1 and MCL1-BIM inh -4.
COc1ccc(OCc2nnc(SCC(=O)N3CCCCC3)o2)cc1 was read as GRK2 aptamer HTS 2, GLD-1 RNA inh 10, Fam108B counter 4, PME-1 inh -1, VLA-4 inh 21, MEX-5 binding 0.7, Efflux pump inh 0.2, BCLXL inh 2 and MCL1-BIM inh 8.
For CCC(C)N(C(=O)CSc1nnc(C)n1C)C1CCS(=O)(=O)C1 (stereo unspecified) the results were GRK2 aptamer HTS 1, GLD-1 RNA inh 0, Fam108B counter -2, PME-1 inh -5, VLA-4 inh 6, MEX-5 binding -1.7, Efflux pump inh 0.0, BCLXL inh -3 and MCL1-BIM inh -17.
`Cc1cc(C)cc(-n2ncc3c2CCCC3NC(=O)CCCn2cncn2)c1` (stereo unspecified) gave GRK2 aptamer HTS 0, GLD-1 RNA inh 1, Fam108B counter -4, PME-1 inh 1, VLA-4 inh -10, MEX-5 binding 0.3, Efflux pump inh -0.2, BCLXL inh 4 and MCL1-BIM inh 0.
COc1ccc(CNC(=O)c2cccc3c2C(=O)N(CC2CCCO2)C3)cc1 (stereo unspecified) was read as GRK2 aptamer HTS 3, GLD-1 RNA inh -3, Fam108B counter 3, PME-1 inh 1, VLA-4 inh -8, MEX-5 binding 0.8, Efflux pump inh 0.2, BCLXL inh -2 and MCL1-BIM inh -3.
Screening CCOC(=O)/C(C#N)=C/c1cn(CCOc2ccc(OC)cc2)c2ccccc12 returned GRK2 aptamer HTS 0, GLD-1 RNA inh -9, Fam108B counter -5, PME-1 inh -7, VLA-4 inh -9, MEX-5 binding 4.7, Efflux pump inh 0.1, BCLXL inh -1 and MCL1-BIM inh -3.
Screening COC(=O)c1ccsc1NC(=O)c1ccc2c(c1)OCCO2 returned GRK2 aptamer HTS 0, GLD-1 RNA inh 6, Fam108B counter -3, PME-1 inh -1, VLA-4 inh -21, MEX-5 binding 4.2, Efflux pump inh -0.1, BCLXL inh 0 and MCL1-BIM inh 1.
Screening COC(=O)c1[nH]c2ccc(C)cc2c1NS(=O)(=O)c1ccc(F)c(C)c1 returned GRK2 aptamer HTS 0, GLD-1 RNA inh 1, Fam108B counter 2, PME-1 inh -8, VLA-4 inh -2, MEX-5 binding -4.4, Efflux pump inh 0.2, BCLXL inh 5 and MCL1-BIM inh -8.
Screening Cn1nnc2c(sc3nc(N4CCOCC4)c4c(c32)CCCC4)c1=O returned GRK2 aptamer HTS 1, GLD-1 RNA inh 0, Fam108B counter -1, PME-1 inh -3, VLA-4 inh -18, MEX-5 binding 0.9, Efflux pump inh 0.1, BCLXL inh 10 and MCL1-BIM inh 5.
Screening COc1ccc(NS(=O)(=O)c2cccc(NC(=O)CNC(C)=O)c2)cc1 returned GRK2 aptamer HTS 4, GLD-1 RNA inh -2, Fam108B counter -2, PME-1 inh -3, VLA-4 inh 3, MEX-5 binding 1.8, Efflux pump inh -0.4, BCLXL inh 4 and MCL1-BIM inh 7.
O=C(CCl)NC1(C(F)(F)F)C(=O)Nc2c1c(=O)[nH]c(=O)n2-c1ccccc1 (stereo unspecified) was read as GRK2 aptamer HTS 0, GLD-1 RNA inh 3, Fam108B counter 2, PME-1 inh -4, VLA-4 inh 6, MEX-5 binding 0.8, Efflux pump inh 0.2, BCLXL inh 3 and MCL1-BIM inh 1.
`CC1CCCCC1NC(=O)CN1C(=O)NC(C)(c2cccc(Br)c2)C1=O` (stereo unspecified) gave GRK2 aptamer HTS 0, GLD-1 RNA inh 0, PME-1 inh -4, VLA-4 inh 10, Efflux pump inh 0.0, BCLXL inh 1 and MCL1-BIM inh -7.
For CC(CNC(=O)c1cccs1)c1ccc([N+](=O)[O-])cc1 (stereo unspecified) the results were GRK2 aptamer HTS 0, GLD-1 RNA inh 6, Fam108B counter -4, PME-1 inh -3, VLA-4 inh 6, MEX-5 binding -3.1, Efflux pump inh 0.0, BCLXL inh 4 and MCL1-BIM inh 0.
For COCCNC(=O)c1cc2c(s1)-c1ccc(Cl)cc1SC2 the results were GRK2 aptamer HTS 0, VLA-4 inh 5, MEX-5 binding 1.5 and Efflux pump inh -0.3.
CCOc1cc(C(=O)Oc2cc(C)[nH]c(=O)c2[N+](=O)[O-])cc(OCC)c1OCC was read as GRK2 aptamer HTS 3, GLD-1 RNA inh 1, Fam108B counter 4, PME-1 inh 5, VLA-4 inh 1, MEX-5 binding 2.6, Efflux pump inh 1.0, BCLXL inh 7 and MCL1-BIM inh 3.
For Cc1cc(C)nc(N/N=C/c2ccccc2OCC(=O)O)n1 the results were GRK2 aptamer HTS 2, GLD-1 RNA inh -2, Fam108B counter 1, PME-1 inh -3, VLA-4 inh 7, MEX-5 binding 0.0, Efflux pump inh 0.1, BCLXL inh 3 and MCL1-BIM inh 2.
Screening Cn1c(CCNC(=O)c2cccs2)n[nH]c1=S returned GRK2 aptamer HTS 2, GLD-1 RNA inh 1, Fam108B counter -6, PME-1 inh 4, VLA-4 inh -1, MEX-5 binding 1.6, Efflux pump inh 0.4, BCLXL inh -2 and MCL1-BIM inh -10.
N/C(=N\OC(=O)Oc1ccccc1)c1ccc(Br)cc1 was read as GRK2 aptamer HTS 0, GLD-1 RNA inh -8, Fam108B counter -6, PME-1 inh -3, VLA-4 inh 4, MEX-5 binding 3.5, Efflux pump inh 1.0, BCLXL inh -5 and MCL1-BIM inh -6.
Screening CCOC(=O)n1c(=O)oc2cc(S(=O)(=O)N3CCOCC3)ccc21 returned GRK2 aptamer HTS 0, GLD-1 RNA inh -9, Fam108B counter 0, PME-1 inh 4, VLA-4 inh 24, MEX-5 binding -1.2, Efflux pump inh -0.3, BCLXL inh -1 and MCL1-BIM inh -1.
Screening CCn1c(CNC(=O)C2CCCCC2)cc2ccccc21 returned GRK2 aptamer HTS 0, GLD-1 RNA inh 4, Fam108B counter -4, PME-1 inh -3, VLA-4 inh 3, MEX-5 binding 1.4, Efflux pump inh 0.0, BCLXL inh 3 and MCL1-BIM inh 6.
O=C1CC2(CCOCC2)Oc2ccc3ccccc3c21 was read as GLD-1 RNA inh 4, Fam108B counter 2, PME-1 inh 4, MEX-5 binding 0.5, BCLXL inh 4 and MCL1-BIM inh 7.
`CC1=NN(C(=O)COc2ccccc2C)C(O)(c2ccc(Cl)cc2)C1` (stereo unspecified) gave GRK2 aptamer HTS 0, GLD-1 RNA inh 4, Fam108B counter 2, PME-1 inh -4, VLA-4 inh 1, MEX-5 binding 0.2, Efflux pump inh 0.1, BCLXL inh 3 and MCL1-BIM inh 7.
For CS(=O)(=O)N(CC(=O)N1CCc2ccccc2C1)c1ccc2c(c1)OCO2 the results were GRK2 aptamer HTS 2, GLD-1 RNA inh -5, Fam108B counter 0, PME-1 inh 2, VLA-4 inh 9, MEX-5 binding 1.9, Efflux pump inh 0.0, BCLXL inh 4 and MCL1-BIM inh 10.
For CN(Cc1ccccc1)S(=O)(=O)c1ccc(Cl)c(C(=O)N2CCC(C(N)=O)CC2)c1 the results were GRK2 aptamer HTS 0, GLD-1 RNA inh 4, VLA-4 inh 2 and Efflux pump inh -0.1.
